Source: PubChem BioAssay (several laboratories)
MC4R antag cAMP – blocks human MC4R cAMP signaling; MC4R-expressing cells, MTII-stimulated cAMP, LANCE TR-FRET; inhibition, % at 6.5 µM; actives 0.48% (n = 360,000);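 active = inhibition above its plate's cutoff, the mean of tested wells on that plate plus 3 SD, cut at about 29% in these data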;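 note: 0% = Melanotan II alone and 100% = Melanotan II plus saturating MCL0020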
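System – human MC4R-expressing U2OS cells · Also added – Melanotan II · Dosing – one concentration, 6.5 µM nominal · Timing – 30-min compound, 1-h challenge, 1-h detection, room temperature · Measured by – Eu-cAMP/anti-cAMP TR-FRET, emission 671 nm · Replicates – singlicate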
COUP-TFII inh – inhibitors of human COUP-TFII (NR2F2); P24468; HEK293T NGFI-A luciferase reporter, luminescence; inhibition, % at 8.6 µM; actives 0.7% (n = 370,000); AID 686940;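 active = inhibition above a per-plate cutoff, mean inhibition of test wells between control levels plus 3 SD, cut at about 38% in these data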;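 note: cells cotransfected with COUP-TFII expression vector driving the NGFI-A reporter; 0% = median of COUP-TF2 test wells and 100% = reporter-only cells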
NOD2 RIPK2 PPI – NOD2-RIPK2 protein interaction inhibition. actives 0.38% (n = 360,000). O43353. inhibition, % at 4.98 µM. AID 624267. CHO BLA complementation NOD2-RIPK2, CCF4 ratio; in the data active = inhibition above about 21%;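 note: 0% = vehicle only and 100% = reference blocker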
MC4R ag barr – human MC4R agonism via beta-arrestin. P32245. U2OS MC4R beta-arrestin complementation, luminescence; percent of melanotan II response, DMSO zero. activation, % at 8.9 µM. actives 0.98% (n = 360,000);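 active = activation above a per-plate cutoff, the mean activation of sample wells on that plate plus 3 SD, cut at about 8% in these data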
LMP1 NFkB inh – reduces LMP1-driven NF-kappaB luciferase signal | LMP1-induced NF-kappaB luciferase reporter cells, luminescence | inhibition, % at 12.5 µM | actives 0.69% (n = 350,000) | AID 504558; in the data active = inhibition above about 41%; inconclusive = no clear call, values can overlap the other calls;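 note: 0% = neutral control wells and 100% = reference inhibitor control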
ABHD5 PLIN5 PPI – ABHD5-PLIN5 protein interaction inhibition. AID 602281. actives 0.78% (n = 360,000). Split G. princeps luciferase complementation, luminescence, 4 h. inhibition, % at 4 µM;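 active = inhibition above the mean inhibition across every tested compound plus 3 SD, cut at about 22% in these data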;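 note: 0% = DMSO only wells and the 100% control is not disclosed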
Target sequence (Q00G26 whole entry, looked up): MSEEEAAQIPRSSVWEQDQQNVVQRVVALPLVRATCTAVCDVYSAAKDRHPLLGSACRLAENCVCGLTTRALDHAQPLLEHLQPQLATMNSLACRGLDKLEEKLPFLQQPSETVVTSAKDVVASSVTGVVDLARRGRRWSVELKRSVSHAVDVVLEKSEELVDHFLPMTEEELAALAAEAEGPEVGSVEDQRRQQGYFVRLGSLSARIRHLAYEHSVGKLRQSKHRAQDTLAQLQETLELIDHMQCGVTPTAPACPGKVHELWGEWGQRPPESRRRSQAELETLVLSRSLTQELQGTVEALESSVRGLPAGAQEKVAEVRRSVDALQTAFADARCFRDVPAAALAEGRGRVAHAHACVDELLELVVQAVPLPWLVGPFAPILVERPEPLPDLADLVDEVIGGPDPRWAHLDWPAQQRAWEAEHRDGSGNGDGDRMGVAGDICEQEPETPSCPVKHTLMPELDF
Target sequence (Q8WTS1 whole entry, looked up): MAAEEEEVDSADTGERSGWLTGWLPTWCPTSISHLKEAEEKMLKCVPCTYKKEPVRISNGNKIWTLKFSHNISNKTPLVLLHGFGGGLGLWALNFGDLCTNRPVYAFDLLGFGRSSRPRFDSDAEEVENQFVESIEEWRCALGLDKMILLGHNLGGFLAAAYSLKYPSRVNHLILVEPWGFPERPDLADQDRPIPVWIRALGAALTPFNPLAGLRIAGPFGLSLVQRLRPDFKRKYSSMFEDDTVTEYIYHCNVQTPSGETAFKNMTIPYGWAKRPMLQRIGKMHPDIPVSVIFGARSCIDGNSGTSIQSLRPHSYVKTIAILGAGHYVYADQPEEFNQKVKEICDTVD
NCOA3 inh – inhibits human SRC3 coactivator | AID 588352 | actives 0.17% (n = 360,000) | HEK293 GAL4-SRC3 luciferase reporter, luminescence | inhibition, % at 3.6 µM | Q9Y6Q9;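 active = inhibition above a per-campaign cutoff, the mean of all compounds plus 3 SD, cut at about 60% in these data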;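 note: 0% = DMSO-treated cells and 100% = gossypol-treated cells at 36 µM; higher means less SRC3-driven luciferase light from the GAL4 reporter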
TLR9-MyD88 block – TLR9-MyD88 interaction inhibition. Q9NR96+Q99836. actives 0.21% (n = 340,000). inhibition, % at 4.98 µM. CHO BLA complementation TLR9-MyD88, CCF4 FRET ratio;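 active = inhibition above the mean over all tested compounds plus 3 SD, cut at about 21% in these data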;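 note: 0% = DMSO only wells and 100% = clavulanate BLA inhibitor control wells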
NCOA1 inh – inhibitors of human steroid receptor coactivator 1 (SRC1); Q15788; HEK293 GAL4-SRC1 luciferase reporter, luminescence; inhibition, % at 3.6 µM; actives 0.12% (n = 360,000);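 active = inhibition above the campaign mean plus 3 SD, with each screening campaign given its own cutoff, cut at about 60% in these data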;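 note: 0% = DMSO treated cells and 100% = gossypol at 36 µM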
SRC2 inh – inhibits human steroid receptor coactivator 2; Q15596; actives 0.17% (n = 370,000); HEK293 GAL4-SRC2 luciferase reporter, luminescence; AID 651957; inhibition, % at 9 µM;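 active = inhibition above the mean inhibition of all tested compounds plus 3 SD, set per campaign, cut at about 52% in these data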;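 note: 0% = DMSO treated cells and 100% = cells given Gossypol at 36 µM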
LRH-1 inv ag – NR5A2 inverse agonism in reporter assay. actives 0.13% (n = 360,000). inhibition, % at 3.6 µM. O00482. HEK293T StAR-luciferase reporter, LRH-1 transfected, 24 h;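 active = inhibition above the mean inhibition of all tested compounds plus 3 SD, cut at about 73% in these data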;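 note: 0% = DMSO wells and 100% = reporter-only cells lacking LRH-1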
* marks the source's active call; other numbers are inactive results; ? = inconclusive; nt = not tested or not shown. Only part of the results is shown. The share of hits here may be higher or lower than overall.

MC4R antag cAMP	COUP-TFII inh	NOD2 RIPK2 PPI	MC4R ag barr	LMP1 NFkB inh	ABHD5 PLIN5 PPI	NCOA3 inh	TLR9-MyD88 block	NCOA1 inh	SRC2 inh	LRH-1 inv ag	mol
14	2	-21	-3.8	-5	-3	1	0	-10	14	-11	COc1ccc(C2(c3ccc(OC)cc3)NC(=O)N(CC(=O)Nc3ccccc3C(F)(F)F)C2=O)cc1
9	-7	1	-0.9	-1	3	4	9	5	7	6	CCOC(=O)c1cc(CO)cc(C(=O)OCC)c1
-3	-1	-6	-0.9	-2	-7	6	2	-6	1	-10	COc1ccc(N2C(=O)CC(NNc3ncc(Cl)cc3Cl)C2=O)cc1 (configuration not stated)
-4	22	0	-1.4	14	5	1	-16	10	8	22	COc1ccccc1Nc1c2ccccc2nc2ccccc12
13	-22	-9	-0.3	-5	-1	-1	-6	-3	-31	-22	Clc1ccccc1-c1nnc(CNC2CC2)o1
10	-9	1	2.4	1	2	-9	-6	7	7	-3	COc1ccc(NC(=O)c2nc[nH]c2C(=O)N2CCN(c3ccccc3)CC2)cc1
6	-12	-48	-0.4	0	0	9	-6	-21	5	5	COc1ccccc1-n1cnnc1SCC(=O)Nc1ncc(Cl)cc1Cl
-8	8	-1	-2.2	-6	1	17	-8	-2	-41	-6	COc1ccc(S(=O)(=O)N2CCN=C2SCc2cccc(C)c2)cc1
7	-9	-2	0.5	-9	-11	-7	1	2	-19	10	COc1ccc(Nc2nc(NC(C)(C)C)nc(N3CCOCC3)n2)c(OC)c1
1	-6	4	1.1	-24	0	-66	-7	-44	-42	-15	Cc1ccc(NC(=O)c2ccccc2F)c(NC(=O)c2ccccc2F)c1
17	-10	-3	-0.4	0	-8	-6	-12	-1	5	5	Cc1ccc(NC(=S)N2CCN(c3ccccc3F)CC2)c(C)c1
0	2	-6	3.4	-7	-1	6	2	9	2	14	CCOc1ccccc1NC(=O)CSc1nnnn1Cc1ccccc1
3	6	8	-0.5	-3	5	16	-1	2	-13	10	CCOC(=O)c1c(-c2cccc(N)c2)cn2ccccc12
6	9	2	0.2	-6	-4	6	-2	0	-17	11	CCOC(=O)Cc1cnc(NC(=O)CSc2nc(C)c(CC)c(=O)[nH]2)s1
3	0	-8	4.0	0	4	11	0	0	-9	22	CCCCOC(=O)Nc1cc(C)c(Cl)cc1OC
2	-24	-7	0.2	-4	-1	1	-10	-14	-21	-9	Cc1c(Nc2ncccc2C(=O)O)cccc1C(F)(F)F
4	22	-4	-1.0	?	-4	27	7	18	23	46	Cc1c(NC(=O)c2cc(-c3cccs3)nc3ccccc23)c(=O)n(-c2ccccc2)n1C
16	17	-1	-2.9	0	-4	4	-2	-25	0	3	Cc1ccc(C)c(N2CCN(C(=O)Cc3c(C(=O)O)[nH]c4ccc(Cl)cc34)CC2)c1
7	10	-6	-0.1	6	-1	8	0	-13	-1	-22	Cc1ccc(OCC(O)Cn2c(NCCc3ccccc3)nc3c2c(=O)[nH]c(=O)n3C)cc1 (configuration not stated)
-6	-8	6	-1.8	-1	5	4	0	4	-20	7	O=C(O)c1cccc(S(=O)(=O)Nc2ccc(O)c(Sc3nc4ccccc4s3)c2)c1
2	10	-4	-1.5	-7	-10	-4	11	5	4	6	CCOC(=O)c1c(C)[nH]c(C(=O)COC(=O)CN2C(=O)C3CCCCC3C2=O)c1C (configuration not stated)
5	6	5	1.6	3	-6	9	-8	0	15	-3	CCc1ccc(NC(=S)NC2CC3CCCC(C2)N3Cc2cccs2)cc1 (configuration not stated)
10	12	-11	-2.2	6	-1	3	5	13	14	-7	COC(=O)c1ccc(S(N)(=O)=O)o1
7	-21	-16	-1.9	-20	-2	-50	-11	-40	-49	-33	Cc1ccc(C(=O)CCc2ccc(N)cc2)cc1
2	0	-3	-1.0	5	-6	-11	-1	-6	13	10	COCCSc1ccccc1C(=O)N1CCOCC1
8	6	11	6.8	0	-9	-1	8	10	-19	13	CCOc1ccc(/C=N/NC(=O)c2[nH]c3ccc(C)cc3c2C)cc1
-1	-10	3	-1.2	-14	3	-6	-11	-111	24	-1	O=c1c(-c2ccccc2)coc2c(CN3CCCCC3)c(O)ccc12
6	-13	2	-0.3	-36	4	-97	8	-119	-48	-154	Cc1cc(/C=N\NC(=O)c2cccs2)c(C)n1-c1ccc2ncccc2c1
8	0	-2	-1.4	0	2	16	-9	3	-49	-3	COc1ccc(CC(=O)N2CC3(C)CC2CC(C)(C)C3)cc1OC (configuration not stated)
11	14	-8	-0.4	-5	1	2	6	-23	-26	3	CC(=O)c1sc2nc(CSc3nnnn3-c3ccccc3)[nH]c(=O)c2c1C
3	2	4	-2.7	4	13	-2	-3	-6	13	7	CC(=O)Nc1ccc(C(=O)CN2C(=O)CSC2=O)cc1
1	-7	-3	-1.6	6	-3	-24	-1	-21	-4	7	CNC(=S)N1CCN(c2ccc([N+](=O)[O-])cc2)CC1
1	-13	-9	0.2	-1	0	6	nt	2	-11	-10	CCc1nc2ccccc2n1CC(=O)N1CCN(Cc2ccccc2)CC1
-26	-2	3	-3.5	-1	-4	16	-3	-12	-8	24	COc1cc(/C=C2\N=C(c3ccccc3)NNC2=O)cc(OC)c1OC
3	-6	-8	-2.3	-3	-6	14	-5	-14	-17	0	CN(C(=O)c1ccc(NC(=O)C2CC=CCC2C(=O)O)cc1)c1ccccc1 (configuration not stated)
-9	-1	-6	-2.8	1	-33	17	5	-11	-39	27	COc1ccc(OC)c(/C=N/Nc2nncn2/N=C/c2cc(OC)ccc2OC)c1
8	9	-9	-3.6	3	5	8	-12	26	-17	-7	CC(C(=O)Nc1ccon1)N1C(=O)c2ccccc2S1(=O)=O (configuration not stated)
4	11	-5	-1.2	nt	-6	1	nt	-36	-2	7	CCCCNC(=O)C1(C)CCN1C(=O)c1sccc1C (configuration not stated)
5	11	0	0.2	-1	2	-1	6	2	-9	19	CC(C)OC(=O)CN1C(=O)c2ccccc2C1=O
2	-22	-3	-0.2	-2	-3	3	0	-12	-14	-13	CCn1cc(/C=N\NC(=O)c2ccccc2Cl)cn1
9	-2	-6	-1.6	26	-10	-9	-2	-4	-25	5	CC(=O)c1cnc2nc(C)nn2c1C

Part of the list above, as labelled records:
CC(C(=O)Nc1ccon1)N1C(=O)c2ccccc2S1(=O)=O (configuration not stated)
  MC4R antag cAMP = 8; COUP-TFII inh = 9; NOD2 RIPK2 PPI = -9; MC4R ag barr = -3.6; LMP1 NFkB inh = 3; ABHD5 PLIN5 PPI = 5; NCOA3 inh = 8; TLR9-MyD88 block = -12; NCOA1 inh = 26; SRC2 inh = -17; LRH-1 inv ag = -7
CC(C)OC(=O)CN1C(=O)c2ccccc2C1=O
  MC4R antag cAMP = 5; COUP-TFII inh = 11; NOD2 RIPK2 PPI = 0; MC4R ag barr = 0.2; LMP1 NFkB inh = -1; ABHD5 PLIN5 PPI = 2; NCOA3 inh = -1; TLR9-MyD88 block = 6; NCOA1 inh = 2; SRC2 inh = -9; LRH-1 inv ag = 19

One compound at a time, from the list above.
COc1cc(/C=C2\N=C(c3ccccc3)NNC2=O)cc(OC)c1OC is listed as MC4R antag cAMP: -26; COUP-TFII inh: -2; NOD2 RIPK2 PPI: 3; MC4R ag barr: -3.5; LMP1 NFkB inh: -1; ABHD5 PLIN5 PPI: -4; NCOA3 inh: 16; TLR9-MyD88 block: -3; NCOA1 inh: -12; SRC2 inh: -8; LRH-1 inv ag: 24
CC(=O)Nc1ccc(C(=O)CN2C(=O)CSC2=O)cc1 is listed as MC4R antag cAMP: 3; COUP-TFII inh: 2; NOD2 RIPK2 PPI: 4; MC4R ag barr: -2.7; LMP1 NFkB inh: 4; ABHD5 PLIN5 PPI: 13; NCOA3 inh: -2; TLR9-MyD88 block: -3; NCOA1 inh: -6; SRC2 inh: 13; LRH-1 inv ag: 7
